Assay outcomes as filed in PubChem BioAssay.
GALK inh: blocks human galactokinase activity | Purified GALK, Kinase-Glo residual ATP luminescence | actives 0.007% (n = 270,000) | Potency, µM (highest dose often 57.5 µM), without a hit: at the highest dose activity change, negative = inhibition, most hits filed as inhibitors | AID 1868 | P51570; also: potency is read from the fitted curve at half-maximal effect; % is scaled to controls: 0 for no effect and ±100 for the full control effect
Target sequence (P51570 whole entry, looked up): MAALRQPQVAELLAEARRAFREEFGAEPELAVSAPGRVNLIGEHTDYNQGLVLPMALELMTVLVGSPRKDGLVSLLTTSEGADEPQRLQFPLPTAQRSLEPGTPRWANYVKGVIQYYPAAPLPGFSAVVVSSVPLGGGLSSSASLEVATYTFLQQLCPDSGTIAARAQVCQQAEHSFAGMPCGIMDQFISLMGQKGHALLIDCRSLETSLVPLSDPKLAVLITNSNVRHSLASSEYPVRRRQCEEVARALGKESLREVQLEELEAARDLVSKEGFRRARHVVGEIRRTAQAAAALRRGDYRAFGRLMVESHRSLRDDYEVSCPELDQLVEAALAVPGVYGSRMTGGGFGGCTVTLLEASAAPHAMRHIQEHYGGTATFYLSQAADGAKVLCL
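Compounds were pin-transferred into ATP buffer (35 uM final), then GALK plus galactose (5 nM, 100 uM final) was added. After 1 h at room temperature, Kinase-Glo Plus was added and luminescence read after 10 min.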
MLL CXXC-DNA inh: MLL CXXC-DNA interaction inhibition. Q03164. MLL-CXXC / FITC-HOXA9 DNA fluorescence polarization. Potency, µM (top dose mostly 115 µM), without a hit: top-dose activity change, negative = inhibition, usual class: inhibitors. actives 0.037% (n = 290,000). AID 2662; active = well fitted inhibition curve with a large enough effect in the polarisation, with a control signal flat, not every such curve was filed as active; inconclusive = small, poorly fitted or top-dose-only effect, or effect the other way, or a change in a side signal; inactive = no such curve, though single readings can be large or run the other way; the % refers to the polarisation; also: potency is read from the fitted curve at half-maximal effect
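Purified MLL-CXXC (added from a 7 uM solution) was preincubated 5 min at ambient with pinned compounds in 50 mM Tris-HCl pH 7.5, 50 mM NaCl, 1 mM DTT, 0.05% BSA. Fluorescein-labeled HOX-A9 DNA (50 nM solution) followed, 30 min, then polarization read.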
Tb PFK inh: T. brucei PFK enzyme inhibition; actives 0.17% (n = 330,000); T. brucei PFK, ADP-Glo luminescence; O15648; Potency, µM (titrated, usually from 57.5 µM), for the others: at the highest dose activity, negative = inhibition, usual class: inhibitors;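 also: potency is read from the fitted curve at half-maximal effect; 0% = uninhibited 1x PFK enzyme wells and -100% = no-enzyme wells; nearly all actives have a fitted effect of over 60% in size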
Target sequence (O15648 whole entry, looked up): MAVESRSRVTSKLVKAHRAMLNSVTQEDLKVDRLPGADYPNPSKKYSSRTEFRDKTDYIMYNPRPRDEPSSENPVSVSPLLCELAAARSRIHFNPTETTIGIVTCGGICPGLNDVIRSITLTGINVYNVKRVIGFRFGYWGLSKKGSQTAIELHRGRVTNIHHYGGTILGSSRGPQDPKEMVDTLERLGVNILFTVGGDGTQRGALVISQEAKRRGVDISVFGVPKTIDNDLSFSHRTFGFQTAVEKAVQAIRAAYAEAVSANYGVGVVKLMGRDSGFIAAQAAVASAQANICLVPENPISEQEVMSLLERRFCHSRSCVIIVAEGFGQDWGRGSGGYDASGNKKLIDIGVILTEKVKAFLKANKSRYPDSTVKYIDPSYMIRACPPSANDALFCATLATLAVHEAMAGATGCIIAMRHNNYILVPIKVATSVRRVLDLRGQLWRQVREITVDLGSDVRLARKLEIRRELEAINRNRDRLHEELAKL
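Activity is normalized to no-enzyme wells (full inhibition) and 1.25 nM enzyme wells (no inhibition). Reaction: 0.5 mM F6P, 0.1 mM ATP, 45 min RT, ADP-Glo luminescence; concentration-response curves fitted and classed by quality.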
TCR activator: activators of T cell receptors; primary human leukocytes, anti-CD3, IL-2 HTRF, 48 h; Potency, µM (doses to about 9.22 µM), for inactives: at the top dose activation of IL-2 secretion, hits mostly activators; 330,000 tested, under 10 active; AID 504894; also: % of control where 0% means no effect
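Primary human leukocytes were stimulated with a-CD3 beads plus compounds for 48 hr without co-stimulation; secreted IL-2 was quantified by HTRF using a-IL-2-K (europium cryptate) and a-IL-2-d2, excited at 320nm with acceptor emission read at 665nm.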
Chronic BCR inh: blocks chronic active B-cell receptor signaling | actives 0.05% (n = 340,000) | ABC-DLBCL IkBa-CBG/CBR reporter, luminescence ratio, 4 h | Potency, µM (doses to about 46.1 µM), inactives show at the top dose ratio change, negative = lower green/red ratio, usual class: inhibitors; active = well fitted inhibition curve with a large enough effect in the signal ratio, with a control signal flat, not every such curve was filed as active; inconclusive = small, poorly fitted or top-dose-only effect, or effect the other way, or a change in a side signal; the % refers to the signal ratio;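 also: potency is read from the fitted curve at half-maximal effect; plate controls were basal doxycycline-induced cells for no effect and cells given 10 µM MG132 for full effect; MG132 reads +100%, hits lower the ratio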
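TMD8 ABC-DLBCL cells carrying doxycycline-inducible green luciferase fused to IkappaBalpha plus unfused red luciferase were exposed to compounds (up to 46 uM) for 4 hrs at 37C. Activity came from the overlap-corrected green/red luminescence ratio.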
Coupling enz: coupling enzyme interference in Giardia aldolase counter-screen; AID 2472; activity change, negative = inhibition, % at 58.2 µM, hits read low; coupling enzyme system counterscreen, AmpLite Red fluorescence; actives 0.67% (n = 290,000); in the data active = activity change below about -30%; also: % is scaled to controls: 0 for no effect and ±100 for the full control effect
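Coupling enzymes only (glyceraldehyde-3-phosphate) + compound, at 57.5 uM final, 10 min RT; add substrate/coupling/AmpLite Red mix, 20 min RT; fluorescence ex 525/em 598 nm. Actives flag coupling-system interference.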
Giardia killer: Giardia lamblia killing; activity change, % at 7.66 µM, hits read low; actives 0.15% (n = 340,000); Giardia lamblia trophozoite viability; in the data active = activity change below about -80%; inconclusive = between about -30% and that limit;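 also: parasites exposed to compound for two days anaerobically before the ATP read; % is scaled to controls: 0 for no effect and ±100 for the full control effect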
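ATP-content bioluminescence gauges trophozoite survival. Cells (100/well) receive compound and incubate anaerobically for 48 hrs at 37 deg C; detection reagent follows for 15-30 min at room temperature.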
A-T KAP1 phos: candidate therapy for ataxia-telangiectasia; […] A-T fibroblasts, KAP-1 phosphorylation AlphaLISA; neocarzinostatin DNA damage 30 min before lysis; Potency, µM (series often up to 57.5 µM), without a hit: at the top dose activation, actives largely listed as activators; actives 0.19% (n = 320,000); also: potency is read from the fitted curve at half-maximal effect; % of control where 0% means no effect; nearly all actives have a fitted effect of over 45% in size
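hTERT-immortalized A-T patient fibroblasts ([…]), 500 cells/well in OPTI-MEM, 1% FBS, got compounds for 60 min, then NCS for 30 min at 37C. Lysates were then assayed for phospho-KAP-1 by AlphaLISA (anti-pKAP1 donor, anti-KAP1 acceptor beads), 6 hr at 25C.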
TSHR antagonist: human thyrotropin receptor antagonism; TSHR-expressing cells, TSH-stimulated cAMP HTRF, 2 h; hits give low values; P16473; activity change, negative = inhibition, % at 11.5 µM; AID 504810; actives 0.2% (n = 330,000);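 active = activity change below a set negative limit, meaning inhibition stronger than a set level, cut at about -70% in these data; inconclusive = activity change between two set negative limits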; also: % is scaled to controls: 0 for no effect and ±100 for the full control effect
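Freshly harvested TSHR cells receive pin-tooled compound, then EC80 TSH at 4nM final. After 2 hours at 37 deg C, antibody in lysis buffer and cAMP-d2 are added; 30 minutes at ambient temperature precede the HTRF read.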
KCNH2 WT inh: blocks the wildtype human KCNH2 potassium channel. U2OS, BacMam KCNH2, thallium flux FluxOr; hits give low values. activity change, % at 1.84 µM. actives 0.37% (n = 340,000);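 active = maximum activity change below -70%; inconclusive = maximum activity change between -70% and -50%; inactive = maximum activity change above -50%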; also: % is scaled to controls: 0 for no effect and ±100 for the full control effect
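U2OS cells transduced with wild-type KCNH2 virus are loaded with FluxOr dye for 45 min, and thallium flux is measured in kinetic reads before and after stimulation buffer. Rate constants are normalized to DMSO controls.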
* = called active by the depositor; ? = inconclusive; . = not tested or not shown; & = joins results of further samples; [ ] = remark or other dose. Unless noted, calls follow the shape of the dose curve; as a rule, active = well fitted curve in the direction sought with a large enough effect; inconclusive = small, poorly fitted or top-dose-only effect, or another doubt; inactive = no such curve, though single readings can be large; an effect the other way counts as inactive or inconclusive.

Values run as follows: A-T KAP1 phos	MLL CXXC-DNA inh	TCR activator	TSHR antagonist	GALK inh	Tb PFK inh	KCNH2 WT inh	Coupling enz	Giardia killer	Chronic BCR inh
> COc1ccc(/C=C/c2c(-c3ccccc3OC)sc3ccccc23)cc1OC
  5%	.	0%	8	.	0%	-15	.	?	2%
> OCCN1CCN(C(=S)Nc2cccc(C(F)(F)F)c2)CC1
  -8%	-1%	11%&9%	-4	5%	-7%	-9&-4	4	3&24	7%
> O=C1C(=O)N(CCCN2CCOCC2)C(c2ccc([N+](=O)[O-])cc2)/C1=C(\O)c1ccc2c(c1)OCCO2 (configuration not stated)
  -5%	-2%	-3%	9	3%	-3%	-4	.	-3	6%
> O=C(Nc1nc2ccccc2s1)c1ccc2c(c1)S(=O)(=O)c1ccccc1C2=O
  -2%	-2%	.	-5	2%	2%	.	2	.	?
> COc1ccc(NC(=O)COc2coc(CN3CCc4ccccc4C3)cc2=O)cc1
  6%	.	-2%	-7	.	?	4	.	5	-3%
> Cc1cccc(NC(=O)C(c2ccccc2Cl)N2CCOCC2)c1 (configuration not stated)
  -1%	7%	-6%	4	1%	0%	-4	2	0	7%
> CCCCCCCCCc1nc(N)n[nH]1
  0%	-3%	0%	-5	0%	1%	1	7	1	0%
> COCCn1c(=N)c(S(=O)(=O)c2ccc(Br)cc2)cc2c(=O)n3ccccc3nc21
  -1%	-4%	2%	-11	1%	-2%	9	.	17	?
> CCN(CC)CCN1C(=O)C(=O)/C(=C(/O)c2ccc(S(=O)(=O)N3CCOCC3)cc2)C1c1ccc(Cl)cc1 (configuration not stated)
  2%	9%	3%	0	0%	0%	0	-1	1	2%
> CCOc1ccc(NC(=O)CSc2nnnn2C2CCCC2)cc1
  7%	4%	-4%	-2	-4%	1%	-142*	-1	17	0%
> CC(C)C(NS(=O)(=O)c1cccc(C(F)(F)F)c1)C(=O)O (configuration not stated)
  -4%	3%	-3%	-3	-4%	2%	-4	3	8	0%
> O=C(CN1CCC(n2nnc3cc(C(F)(F)F)ccc32)CC1)NCc1cccs1
  1%	0%	4%[46.1 µM]	-13	-3%	14%	0	-4	-10	0%
> CCN(CC)CCN1C(=O)C(=O)/C(=C(/O)c2ccncc2)C1c1ccccc1 (configuration not stated)
  1%	6%	1%	4	1%	-6%	-5	1	14	?
> CCCN(CC(=O)Nc1ccccc1OC)C(=O)CSc1ccc(Br)cc1C
  0%	.	-5%	-8	.	6%	-7	.	19	-10%
> O=C(Nc1ccnn1C1CCN(C2CCC2)CC1)c1ccccc1
  6%	-4%	-3%	-3	4%	1%	-9	0	-5	-1%
> CCOc1c(N2CCOCC2)c(=O)c1=O
  -9%	-7%	1%	9	.	0%	2	0	-10	0%
> Cc1cccc(/C(N)=N/OC(=O)CCCc2ccccc2)c1
  27%	7%	1%	0	-7%	2%	-6	.	5	?
> O=C(Cc1ccccc1F)Nc1nc(-c2ccc(F)c(F)c2)cs1
  1%	7%	-1%	-31	16%	?	3	2	-3	?
> Cc1ccccc1-c1nc(CN2CCC(C(=O)NCC3CCCO3)CC2)c(C)o1 (configuration not stated)
  2%	-4%	11%	20	1%	3%	6	9	0	1%
> O=C(CN1CCN(c2ccccn2)CC1)Nc1ccccc1Br
  6%	11%	-3%	-2	.	1%	9	1	7	-1%
> Cc1nc2ccccc2n1CC(O)COc1ccc(Br)cc1 (configuration not stated)
  3%	-13%	-6%	-19	15%	0%	22	-1	-5	0%
> NC(=O)C(c1ccccc1)C1CCCC1 (configuration not stated)
  0%	1%	-1%	3	1%	-9%	2	4	-11	3%
> CCC(=O)N1N=C(c2ccc(NS(C)(=O)=O)cc2)CC1c1ccc(N(C)C)cc1 (configuration not stated)
  1%	1%	-7%	-6	-1%	-6%	9	1	22	-16%
> C(=N\n1c2ccccc2c2ccccc21)/c1ccccc1
  13%	-3%	5%[46.1 µM]	4	1%	0%	5	1	11	3%
> CCOn1c(=O)c(=O)n(O)c2ccccc21
  2%	-4%	-16%	-6	3%	-8%	-4	-6	14	-16%
> CCN(C(=O)COC(=O)c1cc([N+](=O)[O-])ccc1N1CCOCC1)C1CCS(=O)(=O)C1 (configuration not stated)
  -1%	.	1%	8	.	-8%	2	.	-4	2%
> COc1ccc(CNc2cc(C)cc(C)c2)cc1OC
  -3%	-4%	.	-6	3%	-1%	.	-5	.	-4%
> CCOC(=O)NC(NC(=S)Nc1ccccc1[N+](=O)[O-])C(Cl)(Cl)Cl (configuration not stated)
  1%	-1%	-22%	-9	0%	-1%	10	0	18	2%
> CCCCNC(=O)COC(=O)c1cc(S(=O)(=O)N2CCCCCC2)ccc1OC
  2%	1%	5%	-5	-3%	-1%	6	-2	24	2%
> O=C(CNC(=O)c1ccc(Br)o1)NNC(=O)c1ccccc1F
  5%	-2%	-1%	6	1%	2%	-3	.	-17	-2%

(further entries)
Values run as follows: A-T KAP1 phos	MLL CXXC-DNA inh	TCR activator	TSHR antagonist	GALK inh	Tb PFK inh	KCNH2 WT inh	Coupling enz	Giardia killer	Chronic BCR inh
> CC(=O)c1c(C)[nH]c(C(=O)OCC(=O)N2CCc3ccccc3C2)c1C
  -3%	.	.	-4	.	0%	2	.	15	-5%
> COc1cc(NC(=S)NCCN2CCOCC2)cc(OC)c1OC
  6%	0%	1%	-10	7%	-6%	9	1	-1	-2%
> NC(=O)C1CCN(C(=O)C(=O)c2cn(CC(=O)N3CCCCCC3)c3ccccc23)CC1
  -5%	?	-5%	18	5%	-18%	-4	-2	1	?
> C/C(=N\NC(=S)NC(C)C)c1ccc(Cl)c([N+](=O)[O-])c1
  -8%	-9%	6%	-7	2%	-15%	5	2	16	?
> Cc1cc(=O)[nH]c(NN)n1
  -4%	-16%	3%	5	-1%	-1%	6	0	-3	2%
> COc1ccc(CCNC(=O)CSc2ccc(-c3cccs3)nn2)cc1
  2%	8%	7%	-2	0%	-4%	-10	0	-3	2%
> O=C(COC(=O)Cc1cccc(C(F)(F)F)c1)NC1CC1
  9%	6%	2%	2	-1%	-5%	13	0	-11	0%
> Cc1cccc(NC(=O)C2Cc3ccccc3O/C2=N\O)c1 (configuration not stated)
  17%	-1%	10%	-5	.	-2%	-8	-2	16	?
> O=C(O)c1ccc(NC(=O)C2C3CCC(C3)C2C(=O)O)cc1 (configuration not stated)
  8%	-9%	0%	-9	-1%	1%	11	0	0	-15%
> O=C(CSc1nnnn1-c1ccccc1)Nc1ncc(Cc2ccccc2Cl)s1
  -5%	-5%	7%[46.1 µM]	12	-2%	2%	-2	-1	13	-10%
> CCC(C)NC(=O)c1cn(C)c(=O)c2cc(OC)c(OC)cc12 (configuration not stated)
  -7%	0%	.	-3	0%	13%	3	5	2	6%
> COc1cc2c(C(=O)N3CCN(C4CCCCC4)CC3)cn(CC(C)C)c(=O)c2cc1OC
  -4%	-1%	-4%	5	0%	1%	8	1	-3	-16%
> COc1cc(C(=O)NCc2nnc(SCC(=O)N3CCOCC3)o2)cc(OC)c1OC
  -1%	11%	4%	-3	0%	-4%	-3	0	7	-11%
> Cc1c(C(=O)N/N=C/c2ccoc2)cccc1[N+](=O)[O-]
  ?	6%	-4%	23	4%	-10%	-5	-7	8	?
> CSc1nc(NNC=O)cc(Oc2ccc(NC(C)=O)cc2)n1
  4%	-1%	-3%	-2	0%	-1%	4	3	15	3%
> COc1ccc2cc(C(=O)C3CCCN(C(=O)c4csnn4)C3)ccc2c1 (configuration not stated)
  0%	3%	0%	-2	0%	4%	3	-2	-11	1%
> Cc1ccc(C(=O)N(Nc2nc3ccccc3s2)C(=O)c2ccc(C)cc2)cc1
  3%	74%[activator]	-7%[46.1 µM]	20	2%	-4%	1	0	-10	5%
> COCCn1c(NCc2ccc(C)cc2)nc2c1c(=O)[nH]c(=O)n2C
  4%	10%	1%[46.1 µM]	-2	-3%	0%	-27	0	5	-7%
> Cc1cc(=O)c2ccccc2[nH]1
  2%	-5%	-7%	2	0%	-3%	0	-1	24	4%
> CC(OC(=O)c1n[nH]c2ccccc12)C(=O)NC1CCCCC1C (configuration not stated)
  3%	.	-3%	-11	.	22%	-15	.	-4	?
> COc1ccc(-c2nc(CSCC(=O)N3CCc4ccccc43)c(C)o2)cc1OC
  2%	1%	-1%	-11	-2%	-2%	6	0	4	0%
> CCOC(=O)c1cnc2nc[nH]n2c1=O
  -3%	7%	0%	16	.	10%	14	9	-2	1%
> CCc1noc(C)c1C(=O)N1CCCC1
  -1%	-8%	.	-2	1%	0%	27	1	-17	?
> Oc1ccccc1-c1cc(-c2ccc(F)cc2)n[nH]1
  -9%	-17%	.	-19	1%	0%	3	-1	-1	?
> CCOc1ccc(-n2cccc2C=O)cc1
  6%	-15%	-3%[46.1 µM]	-6	3%	7%	-2	0	-21	?
